Assay outcomes: PubChem BioAssay, several laboratories
MC4R ag barr: human MC4R agonism via beta-arrestin | U2OS MC4R beta-arrestin complementation, luminescence; percent of melanotan II response, DMSO zero | activation, % at 8.9 µM | actives 0.98% (n = 360,000) | AID 540308;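 active = activation above a per-plate cutoff, the mean activation of sample wells on that plate plus 3 SD, cut at about 8% in these data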
ABHD5-PLIN5 inh: blocks binding of human ABHD5 to perilipin-5 | Split G. princeps luciferase complementation, luminescence, 4 h | inhibition, % at 4 µM | actives 0.78% (n = 360,000) | AID 602281;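 active = inhibition above the mean inhibition across every tested compound plus 3 SD, cut at about 22% in these data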;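 also: 0% = DMSO only wells and the 100% control is not disclosed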
Granule exo inh: lytic granule exocytosis inhibition. inhibition, % at 10 µM. AID 651702. actives 0.66% (n = 360,000). TALL-104 LAMP-1 surface exposure, flow cytometry; cells stimulated with thapsigargin and PMA;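 active = inhibition above about 55%, limit read from the data; inconclusive = no clear call, values can overlap the other calls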
Cardio protect: modulators protecting cardiomyocytes from myocardial damage; protection from H2O2 cell death, % at 20 µM; actives 0.63% (n = 360,000); H9c2 cardiomyocytes, H2O2 injury protection, ATPLite, 2 h;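 active = compounds giving at least 50% protection of heart cells from peroxide-induced death in the single-dose screen, raw or plate-pattern-corrected value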;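 also: 0% = DMSO wells with peroxide and 100% = DMSO wells without peroxide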
CaV13 ICDI inh: Primary screen for inhibitors of IQ motif and Ca2+-dependent inactivation inhibitor domain binding in CACNA1D, Förster resonance energy transfer in living cells, …. actives 0.098% (n = 340,000). AID 743397. HEK cells, CFP/YFP FRET ICDI-IQ, plate reader, 10 min; percent FRET-ratio fall versus neutral wells. inhibition, % at 12.3 µM;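 active = mean replicate inhibition of at least 30% and at least 1% of replicates passing that level; inconclusive = only one of the two criteria is met; inactive = neither criterion is met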;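 also: 0% = median of the neutral control wells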
ABCB6 inh 2: blocks the human ABCB6 transporter. K562-ABCB6 porphyrin accumulation, flow cytometry, 1 h; hits give low values. fluorescence ratio to DMSO, % at 10 µM. Q9NP58. actives 0.19% (n = 360,000);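 active = fluorescence ratio to DMSO below 75%, the collection mean minus 3 SD; inconclusive = too few cells collected in the well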;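 also: signal is porphyrin accumulated inside mitochondria; 100% equals median channel fluorescence of DMSO control wells; lower ratio means ABCB6 inhibition with less porphyrin fluorescence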
PDI turbidity: blocks human protein disulfide isomerase activity | actives 0.052% (n = 350,000) | AID 588391 | inhibition, % at 10 µM | PDI insulin aggregation turbidity, A650, 90 min;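 active = mean inhibition across replicates of 30% or more, whatever share of single replicates reach that level; inconclusive = mean inhibition below 30% while every single replicate reaches 30%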;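 also: absorbance from insulin aggregation driven by PDI reduction with DTT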
Target sequence (P07237 whole entry, looked up): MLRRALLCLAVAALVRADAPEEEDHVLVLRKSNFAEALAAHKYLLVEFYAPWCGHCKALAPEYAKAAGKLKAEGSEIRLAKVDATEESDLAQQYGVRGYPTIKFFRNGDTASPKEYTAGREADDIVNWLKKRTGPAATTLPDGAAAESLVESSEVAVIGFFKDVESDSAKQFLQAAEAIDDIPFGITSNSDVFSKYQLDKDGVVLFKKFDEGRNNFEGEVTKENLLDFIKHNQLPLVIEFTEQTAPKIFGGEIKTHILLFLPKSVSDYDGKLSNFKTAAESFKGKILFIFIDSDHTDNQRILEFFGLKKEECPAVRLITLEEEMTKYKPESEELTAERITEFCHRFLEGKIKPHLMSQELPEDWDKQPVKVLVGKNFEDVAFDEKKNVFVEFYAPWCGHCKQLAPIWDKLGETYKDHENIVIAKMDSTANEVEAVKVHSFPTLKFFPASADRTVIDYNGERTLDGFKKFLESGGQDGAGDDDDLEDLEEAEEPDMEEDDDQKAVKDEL
Glyco luc inh: N-linked glycosylation inhibition. actives 0.23% (n = 360,000). reporter increase, % at 12.5 µM. AID 588692. D54 ERlucT glycosylation luciferase reporter, 24 h; percent of 100 nM tunicamycin response;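 active = mean luciferase reporter signal, scaled so untreated is 0 and the glycosylation-blocking control 100, at or above a set limit in every replicate; inconclusive = mean reaches the limit but not every replicate does; inactive = mean below the limit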;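 also: luciferase carries N-glycosylation sites so blocking glycosylation raises the light; 0% = median of neutral control wells and 100% = median of 100 nM tunicamycin wells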
MC4R antag cAMP: human MC4R antagonism in cAMP assay | P32245 | MC4R-expressing cells, MTII-stimulated cAMP, LANCE TR-FRET | inhibition, % at 6.5 µM | actives 0.48% (n = 360,000);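 active = inhibition above its plate's cutoff, the mean of tested wells on that plate plus 3 SD, cut at about 29% in these data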;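 also: 0% = Melanotan II alone and 100% = Melanotan II plus saturating MCL0020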
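material = U2OS cells stably expressing human melanocortin 4 receptor (MC4R) | also added = Melanotan II challenge | dosing = single nominal compound dose of 6.5 µM | detection = TR-FRET with Eu-cAMP and labeled anti-cAMP, 671 nm | replication = singlicate | timing = compound 30 min, challenge 1 h, detection 1 h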
m5-HT2A agonist: activates the mouse 5-HT2A serotonin receptor | actives 0.66% (n = 360,000) | P35363 | CHO-K1 mHTR2A beta-arrestin complementation, luminescence; percent of 30 µM serotonin response | activation, % at 7.6 µM;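 active = activation above a run cutoff, the mean activation of all tested compounds plus 3 SD, cut at about 14% in these data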;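 also: 0% = plate median of compound wells and 100% = 30 µM serotonin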
Target sequence (P35363 whole entry, looked up): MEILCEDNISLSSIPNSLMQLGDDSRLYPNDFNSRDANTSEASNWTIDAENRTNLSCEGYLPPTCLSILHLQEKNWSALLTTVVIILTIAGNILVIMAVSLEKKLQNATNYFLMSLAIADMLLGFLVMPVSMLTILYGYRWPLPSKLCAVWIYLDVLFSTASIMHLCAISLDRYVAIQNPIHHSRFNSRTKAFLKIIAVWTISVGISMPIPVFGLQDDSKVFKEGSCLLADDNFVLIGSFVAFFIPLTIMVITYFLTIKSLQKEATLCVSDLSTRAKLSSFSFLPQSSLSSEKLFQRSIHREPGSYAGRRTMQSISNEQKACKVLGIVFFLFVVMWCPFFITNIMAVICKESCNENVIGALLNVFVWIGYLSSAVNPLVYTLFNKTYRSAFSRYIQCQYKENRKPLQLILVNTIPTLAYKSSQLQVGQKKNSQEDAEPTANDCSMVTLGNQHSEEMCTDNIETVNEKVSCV
An asterisk follows results filed as active; u = inconclusive; x = no result given.

Preview, ten compounds:
SMILES	MC4R ag barr	ABHD5-PLIN5 inh	Granule exo inh	Cardio protect	CaV13 ICDI inh	ABCB6 inh 2	PDI turbidity	Glyco luc inh	MC4R antag cAMP	m5-HT2A agonist
O=C(CSc1nnc(CNc2ccc(F)cc2)n1Cc1ccccc1)NCc1ccco1	-2.5	5	0	-6	x	96	3	0	1	-5
N#Cc1ccc(N2Cc3ccccc3C2=NC(=O)c2cccs2)cc1	-0.5	3	4	13	-5	96	-4	-2	7	5
CCc1cccc(NC(=O)C2CCCN2S(=O)(=O)c2ccc3c(c2)n(C)c(=O)c(=O)n3C)c1 (centres undefined)	-1.6	-7	-4	1	-7	99	6	-1	20	-4
C#CCOCCOCCOCCNc1nc(N2CCN(C(=O)[C@H](CCC(=O)O)n3cc([C@@H](N)CCCCN)nn3)CC2)nc(N2CCN(C(=O)[C@H](CCC(=O)O)n3cc([C@@H](N)CCCCN)nn3)CC2)n1	-0.7	0	-1	-5	-6	102	6	0	-2	-2
CC(C)CN=C(NS(=O)(=O)c1ccccc1)C(Cl)(Cl)Cl	-0.4	0	-2	-4	-3	95	7	8	-21	-4
CCN(CC)C(=O)C1=C(C)N(CCC2=CCCCC2)C(=O)C(CC(=O)NCCCCc2ccccc2)C1 (centres undefined)	3.9	8	2	2	-9	99	4	1	6	-4
CCNC(=O)c1ccc(C2SCC(=O)N2Cc2ccco2)cc1 (centres undefined)	0.9	-3	2	-2	-5	109	-1	2	11	4
COc1cc(/C=N/n2nnnc2N)ccc1OC(C)=O	-0.3	1	1	12	-10	95	1	0	4	13
CSc1nnc(C(C)(C)C)c(=O)n1/N=C/c1ccccc1	5.1	-9	-4	1	-15	103	-2	0	14	-1
COc1ccc(/C=C2\C(=O)N(c3c(Cl)cc(Cl)cc3Cl)N=C2NC(=O)c2cccc([N+](=O)[O-])c2)cc1	-0.7	-5	17	-18	x	98	0	0	32*	-2

All compounds of this part, from the first entry:
SMILES	MC4R ag barr	ABHD5-PLIN5 inh	Granule exo inh	Cardio protect	CaV13 ICDI inh	ABCB6 inh 2	PDI turbidity	Glyco luc inh	MC4R antag cAMP	m5-HT2A agonist
O=C(CSc1nnc(CNc2ccc(F)cc2)n1Cc1ccccc1)NCc1ccco1	-2.5	5	0	-6	x	96	3	0	1	-5
N#Cc1ccc(N2Cc3ccccc3C2=NC(=O)c2cccs2)cc1	-0.5	3	4	13	-5	96	-4	-2	7	5
CCc1cccc(NC(=O)C2CCCN2S(=O)(=O)c2ccc3c(c2)n(C)c(=O)c(=O)n3C)c1 (centres undefined)	-1.6	-7	-4	1	-7	99	6	-1	20	-4
C#CCOCCOCCOCCNc1nc(N2CCN(C(=O)[C@H](CCC(=O)O)n3cc([C@@H](N)CCCCN)nn3)CC2)nc(N2CCN(C(=O)[C@H](CCC(=O)O)n3cc([C@@H](N)CCCCN)nn3)CC2)n1	-0.7	0	-1	-5	-6	102	6	0	-2	-2
CC(C)CN=C(NS(=O)(=O)c1ccccc1)C(Cl)(Cl)Cl	-0.4	0	-2	-4	-3	95	7	8	-21	-4
CCN(CC)C(=O)C1=C(C)N(CCC2=CCCCC2)C(=O)C(CC(=O)NCCCCc2ccccc2)C1 (centres undefined)	3.9	8	2	2	-9	99	4	1	6	-4
CCNC(=O)c1ccc(C2SCC(=O)N2Cc2ccco2)cc1 (centres undefined)	0.9	-3	2	-2	-5	109	-1	2	11	4
COc1cc(/C=N/n2nnnc2N)ccc1OC(C)=O	-0.3	1	1	12	-10	95	1	0	4	13
CSc1nnc(C(C)(C)C)c(=O)n1/N=C/c1ccccc1	5.1	-9	-4	1	-15	103	-2	0	14	-1
COc1ccc(/C=C2\C(=O)N(c3c(Cl)cc(Cl)cc3Cl)N=C2NC(=O)c2cccc([N+](=O)[O-])c2)cc1	-0.7	-5	17	-18	x	98	0	0	32*	-2
COc1ccc(-c2[nH]nc3c2C2(C(=O)N(CC(=O)O)c4ccccc42)C(C#N)=C(N)O3)cc1OC (centres undefined)	0.7	-2	4	7	-5	99	3	0	11	5
CCn1nc(C)c(/C=N/NC(=O)Cn2nc(C)cc2C)c1C	-1.4	8	-8	-7	-4	102	0	0	0	-1
NCCCC[C@@H]1NC(=O)c2cc([N+](=O)[O-])cc(I)c2SC[C@@H](C(=O)NCC(N)=O)NC(=O)CNC1=O	-0.1	-4	-6	0	x	98	12	1	1	9
Cc1ccc(C)c(-c2csc(-c3cccnc3)n2)c1	2.7	-10	-24	2	-5	100	1	1	3	-4
COc1ccc(-c2nc(-c3ccc(C(=O)O)cc3)no2)cc1	-0.3	-9	-4	-7	-5	102	1	-8	-1	8
COCCN(C(=O)c1sc2ccccc2c1Cl)c1c(N)n(CC(C)C)c(=O)[nH]c1=O	2.5	7	3	0	-5	87	18	0	-2	4
CCCCc1n[nH]c(=S)n1Cc1ccccc1	-3.5	1	-1	4	8	100	0	1	2	14
Cc1cccc(N2CC(C(=O)Nc3nnc(SCCN4CCOCC4)s3)CC2=O)c1 (centres undefined)	-2.5	-5	0	1	x	98	-20	3	0	0
Cc1ccc(C(=O)Nc2ccc(C(=O)N/N=C/c3cccnc3)cc2)cc1	-0.2	6	-14	-1	-2	100	-3	-1	-5	-5
O=C(NCCOc1ccc(Cl)cc1)C(=O)NCC1CCCO1 (centres undefined)	-2.0	2	1	-4	-2	100	6	4	13	-4
COc1cc(/C=C2\SC(=S)N(CC(=O)NC3=NCCS3)C2=O)cc(OC)c1OC	0.9	-11	-14	3	0	106	-9	1	-3	1
O=S(=O)(c1c(F)cccc1F)C1CCN(S(=O)(=O)c2ccc3c(c2)OCCO3)CC1	-0.7	-7	16	0	-6	108	-2	0	-4	-2
Cc1nc2ccccc2n1CCOc1ccc([N+](=O)[O-])cc1	-2.6	6	2	4	-2	92	10	4	13	-6
CCn1c(=O)n(CC)c2cc(S(=O)(=O)N3CCc4ccccc43)ccc21	-1.7	3	1	-14	x	93	8	6	0	-6
Cn1cccc1/C=C1\SC(=O)N(CC(=O)Nc2ccc(F)cc2)C1=O	2.7	1	1	6	-2	91	17	-2	-2	-2
O=C(NCc1ccccc1)c1cc(C2CCCN(C(=O)c3ccccc3)C2)on1 (centres undefined)	0.6	1	-1	-3	-5	104	-2	0	-2	3
C=CC[C@H](CC(=O)N(CCO)Cc1ccccc1)C(=O)N[C@H](COC(=O)[C@@H](CC=C)Cc1ccc(F)cc1)Cc1ccccc1	-1.9	12	-3	-10	-3	103	-1	-5	9	-11
COc1ccc(-n2nc(C(=O)O)c3ccccc3c2=O)cc1	0.8	2	-1	-1	-9	94	3	1	-2	0
O=C(CCNS(=O)(=O)c1ccccc1)OCc1ccc([N+](=O)[O-])cc1	0.7	-1	u	-11	-5	101	6	2	12	5
CCCCCCCCN1C(=O)[C@H](CC(=O)NCCCOCCCC)C[C@@]2(C(=O)OC)CC(C)(C)CC=C12	x	19	60*	x	-5	x	x	x	x	-5
COc1ccccc1/C=N/NC(=O)CNC(=O)c1ccc(S(=O)(=O)N2CCCC2)cc1	-0.8	-1	-1	4	0	94	11	-1	3	-1
CC(C)(C)c1ccc(OCC(=O)Nc2cccc(S(=O)(=O)NC3=NCCCCC3)c2)cc1	-2.2	9	-3	-15	-6	92	-9	0	5	2
CCOc1cc(/C=C/c2nc3ccccc3s2)ccc1OCC(=O)N1CCOCC1	0.7	3	-1	18	-14	96	-4	-2	12	0
CCn1nnc(NC(=O)c2cc3ccccc3o2)n1	0.1	1	-3	2	-9	100	-2	-2	2	-4
COc1ccc(Nc2nc(NCCO)nc(OC)n2)cc1	2.2	1	1	-1	-5	95	-6	2	8	2
C(=N\N=C\c1ccccc1)/c1ccccc1	-0.8	1	-3	-16	-4	102	-9	1	6	-2
CCOC(=O)C1=C(COC(=O)CCS(=O)(=O)c2ccc(C)cc2)NC(=O)NC1C (centres undefined)	1.9	20	-6	0	-2	108	3	3	8	4
CCOc1ccc(NC(=O)C2CCCN2C(=O)NC2CCCCC2)cc1 (centres undefined)	-0.7	2	17	3	-6	98	6	-1	3	-5
CO/N=C/NC(=O)c1c(OC)ccnc1Oc1cccc(C(F)(F)F)c1	-0.7	-5	-2	1	x	99	5	0	14	4
OC(CN1CCN(c2ccccn2)CC1)Cn1c2ccccc2c2ccccc21 (centres undefined)	1.6	7	3	22	-8	97	24	-4	3	0
c1ccc(-c2cnc(CSc3ncnc4sccc34)o2)cc1	1.8	4	2	-10	-3	99	-6	0	22	-3
Cc1cnc(CNC(=O)c2csc([C@@H]3O[C@H](CO)[C@H](O)[C@H](O)[C@H]3O)n2)cn1	2.8	-7	-3	1	-6	102	7	-5	16	2
COc1ccc(C)cc1NC(=O)CSc1nnc(-c2ccccn2)n1Cc1ccco1	-1.4	11	-2	-1	-5	97	7	-3	5	2
COc1ncnc2c1ncn2CCCN1CCN(c2ccccn2)CC1	-1.2	1	-3	-5	-6	99	9	0	-2	10
Nc1nc(NCC2CCCO2)nc(Nc2ccccc2F)c1[N+](=O)[O-] (centres undefined)	3.9	-1	-4	-4	-5	90	-3	-1	-7	-4
Brc1ccc2[nH]c3c(NCc4ccccn4)ncnc3c2c1	-2.4	10	12	-1	-2	87	21	-5	9	-5
CCN1CCCC1CNC(=O)C(=O)Nc1ccccc1OC (centres undefined)	0.8	1	-3	12	x	100	-6	0	-3	5
COc1cc(S(=O)(=O)N(Cc2ccc(C)cc2)C2CCCCC2)ccc1-n1cnnn1	0.6	5	5	-2	-9	96	9	-10	11	2
O=C(Nc1ccc(Br)cc1)C1CC(O)CN1C(=O)Oc1ccccc1 (centres undefined)	0.1	2	9	-4	-3	99	-5	1	-1	5
Cc1c(C(=O)N/N=C/c2cccnc2)sc(=S)n1C	-1.9	-3	6	25	-9	107	6	4	3	0
OCC1(Cc2ccccc2C(F)(F)F)CCN(Cc2cccc3cnccc23)CC1	1.1	10	-2	-3	-5	100	-5	-5	-1	-6
O=C(O)CCc1nn2c3ccccc3nc2n(Cc2ccccc2)c1=O	-1.7	-3	16	-2	-5	96	4	3	14	-1
CC(c1ccco1)N(C(=O)Nc1ccc(Cl)cc1)c1ccccn1 (centres undefined)	2.1	1	-2	-7	x	101	10	1	-2	-5
